Efa HMGR inh – blocks class II HMG-CoA reductase of Enterococcus faecalis; purified E. faecalis HMGR, NADPH absorbance 340 nm kinetic; hit rate 0.41% among 190,000; inhibition, % at 10 µM; AID 1066;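 active = inhibition above a set limit, the median over all tested compounds plus 3 SD, cut at about 9.5% in these data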;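 also: enzyme runs in reverse so mevalonate oxidation gives rising NADPH absorbance; 0% = complete reaction with DMSO and 100% = background rate lacking mevalonate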
ROMK mod – human ROMK K+ channel modulation, primary screen; P48048; Tet-inducible ROMK, thallium flux fluorescence; actives lie on both sides; B-score at 10 µM; hit rate 2% among 130,000;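 active = signal ratio slope over the read window, or its plate-corrected B-score, at least 3 SD from the plate mean, either direction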;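 also: B-score of the F/F0 ratio slope over 7 to 12 s after thallium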
Target sequence (P48048 whole entry, looked up): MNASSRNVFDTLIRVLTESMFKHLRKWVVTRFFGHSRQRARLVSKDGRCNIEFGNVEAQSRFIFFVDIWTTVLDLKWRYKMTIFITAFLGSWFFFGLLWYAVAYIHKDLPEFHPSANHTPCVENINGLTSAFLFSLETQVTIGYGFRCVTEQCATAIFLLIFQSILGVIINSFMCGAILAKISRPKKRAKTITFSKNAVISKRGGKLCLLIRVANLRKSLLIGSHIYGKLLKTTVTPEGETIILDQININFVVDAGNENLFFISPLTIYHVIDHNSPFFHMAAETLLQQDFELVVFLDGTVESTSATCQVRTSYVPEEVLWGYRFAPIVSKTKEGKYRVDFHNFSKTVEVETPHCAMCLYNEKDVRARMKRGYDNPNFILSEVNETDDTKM
L major viab – reduces viability of Leishmania major promastigotes; resazurin fluorescence viability; inhibition, % at 10 µM; hit rate 9% among 200,000; AID 1063; in the data active = inhibition above about 50%;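 also: promastigotes grown with compound for 44 hours at 28 °C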
PPARg SRC2 recr – PPARgamma-driven SRC-2 recruitment agonism | activation, % at 8 µM | hit rate 0.34% among 200,000 | P37231 | AID 1032 | PPARgamma LBD-SRC-2 recruitment, biochemical; in the data active = activation above about 22%;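 also: 0% = vehicle and 100% = reference agonist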
PPARg SRC-3 ag – agonists of human PPARgamma SRC-3 coactivator recruitment; biochemical PPARgamma/SRC-3 coactivator recruitment assay; hit rate 0.26% among 200,000; AID 731; activation, % at 8 µM; in the data active = activation above about 23%;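 also: 0% = DMSO and 100% = reference agonist; some compounds past the cut are filed as inactive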
Redox H2O2 prof – compounds producing H2O2 with reducing agent – biochemical, NIH compound library profiling, artefact control for MLSCN library redox annotation, primary screen | DTT-dependent redox cycling H2O2, phenol red/HRP absorbance; 100% = 100 µM peroxide control, 0% = buffer | activation, % at 10 µM | hit rate 0.03% among 200,000;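 active = activation of at least 50% relative to the plate's high and low controls in the primary single-dose screen; inactive = activation below 50%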;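 also: compound incubated with DTT at 0.8 mM final as the reducing agent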
SRC2 TRFRET art – TR-FRET artefact, counter-screen to PPARgamma/SRC-2 agonist assay | stronger effect = higher value | TR-FRET ratio at 8 µM | AID 1049 | hit rate 0.4% among 200,000; in the data active = TR-FRET ratio above about 2000; also: inactives centre near 1500; reference of the scale not given here
bIAP inhibitor – intestinal alkaline phosphatase (bovine) inhibition | purified bovine IAP, CDP-star luminescence, 30 min | 190,000 tested, under 10 active | inhibition, % at 20 µM;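 active = over 50% inhibition of intestinal alkaline phosphatase at 20 µM in the single-dose screen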
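Assay system – bovine IAP enzyme · Quantity – bovine IAP at 1/65,000,000 final dilution · Detection – CDP-star luminescence signal · Times – 30 min reaction at room temperature · Also added – CDP-star substrate at 30 µM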
RAM inhibit – inhibitors of the yeast RAM network; S. cerevisiae dse1pr::URA3 reporter, 5-FOA growth OD615, 2 d; analog-sensitive cbk1-as2 kinase mutant strain; inhibition, % at 50 µM; hit rate 1.8% among 190,000; AID 868;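 active = inhibition above a set limit, 3 SD over mean compound inhibition, cut at about 8.4% in these data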;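 also: 0% = DMSO-only wells with no growth and 100% = 10 µM 1-NA-PP1 full growth; inhibition rescues growth on 5-FOA so higher OD means more RAM inhibition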
S1P3 antagonist – blocks the human S1P3 receptor; Q99500; CHO S1P3 NFAT-BLA reporter, FRET fluorescence, antagonist mode; inhibition, % at 4.98 µM; hit rate 0.27% among 170,000; AID 485;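 active = inhibition above the plate cutoff, the mean inhibition of test wells on that plate plus 3 SD, cut at about 28% in these data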;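 also: cells challenged with S1P at its EC80 of 0.8 µM; blue over green emission ratio from cleaved BLA substrate after 4 h stimulation; 0% = S1P-stimulated wells and 100% = unstimulated DMSO-only wells; some compounds past the cut are filed as inactive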
Target sequence (Q99500 whole entry, looked up): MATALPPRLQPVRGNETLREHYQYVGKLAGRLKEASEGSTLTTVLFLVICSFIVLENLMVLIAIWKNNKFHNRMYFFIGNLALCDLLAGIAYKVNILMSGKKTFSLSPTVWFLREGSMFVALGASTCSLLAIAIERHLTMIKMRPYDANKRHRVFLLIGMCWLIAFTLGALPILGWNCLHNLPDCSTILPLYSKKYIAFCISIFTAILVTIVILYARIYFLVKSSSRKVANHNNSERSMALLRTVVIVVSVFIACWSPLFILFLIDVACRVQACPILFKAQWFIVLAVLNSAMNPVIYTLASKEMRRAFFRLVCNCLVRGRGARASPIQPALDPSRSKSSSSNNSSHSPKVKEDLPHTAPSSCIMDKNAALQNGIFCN
PPARg SRC1 recr – agonists of human PPARgamma SRC-1 coactivator recruitment; P37231; PPARgamma-SRC-1 coactivator recruitment biochemical assay; activation, % at 8 µM; hit rate 0.41% among 200,000; AID 631; in the data active = activation above about 19%;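 also: 0% = DMSO and 100% = reference agonist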
Active calls of the source: *; · = not tested or not shown.

SMILES	Efa HMGR inh	ROMK mod	L major viab	PPARg SRC2 recr	PPARg SRC-3 ag	Redox H2O2 prof	SRC2 TRFRET art	bIAP inhibitor	RAM inhibit	S1P3 antagonist	PPARg SRC1 recr
CC1=NN(c2ccc(C)cc2C)C(=O)C1C(c1ccccc1O)C1C(=O)N(c2ccc(C)cc2C)N=C1C (stereo not drawn)	-5	-0.46	-2	8	3	-0.1	1599	-7	6.6	-2	8
CC(=O)C(Cc1cnc(Cl)s1)(Cc1cnc(Cl)s1)C(C)=O	-2	·	-7	4	4	-0.1	1730	-4	-0.3	·	-3
CCOC(=O)C1=C(C(F)(F)F)Nc2ncnn2C1c1ccc(OC)c(OC)c1OC (stereo not drawn)	-1	-0.017	-3	-3	2	-0.5	1650	13	2.2	-3	-3
c1ccc(Cc2nnc3sc(-c4ccccn4)nn23)cc1	-2	·	-3	-2	-2	0.2	1355	-2	-0.5	-27	-4
O=C(CN(CCc1ccccc1)S(=O)(=O)c1ccc(Br)cc1)N/N=C/c1ccccc1C(=O)O	0	0	0	-3	-3	-0.7	1497	-12	3.4	-12	-4
CCS(=O)(=O)N1CCN(c2nc(-c3ccccc3)cs2)CC1	1	·	0	5	10	-2.5	1453	8	2.2	26	9
CCOCCCn1c(SC(C(=O)Nc2cc(C)ccc2C)c2ccccc2)nnc1-c1ccc(Cl)cc1 (stereo not drawn)	-5	-0.92	61*	-2	-7	-0.1	1553	-7	4.7	-31	5
O=C(Nc1ccccn1)c1ccc(CN(c2ccccc2)S(=O)(=O)c2ccccc2)cc1	-2	0.12	18	6	0	-0.4	1529	0	4.1	11	0
CC(=O)CC1(O)C(=O)N(Cc2ccccc2)c2ccccc21 (stereo not drawn)	2	·	0	2	-3	2.3	1448	4	-0.3	·	-3
COC(=O)CCc1c(C)c(C(=O)c2cc(F)c(F)c(F)c2F)c2ccccn12	-6	-0.099	5	7	3	3.5	1758	11	2.3	-26	16
CC(C)OCC(O)Cn1c(N2CCCC2)nc2c1c(=O)[nH]c(=O)n2C (stereo not drawn)	-1	1.3	-1	2	4	-0.4	1377	5	0.5	11	4
CCOc1ccc(C(=O)NC(=S)Nc2ccccc2N2CCCCC2)cc1[N+](=O)[O-]	-4	-0.15	95*	-6	-1	0.7	1569	3	3.1	-5	-3
CC(=O)N1CCn2c3c(c4cc(C)ccc42)CCCC31 (stereo not drawn)	-5	-0.21	7	-6	6	0.3	1633	-13	1.9	-12	-1
Cc1ccnc(SCc2cc(=O)c(OC(=O)c3ccc(S(=O)(=O)N(C)C)cc3)co2)n1	-7	·	-4	5	2	-0.2	1739	13	1.2	-28	8
Cn1cc(CN2CCCCC2c2ccccn2)c(-c2ccc3c(c2)OCCO3)n1 (stereo not drawn)	-6	-0.64	-3	9	-1	-0.2	1549	6	0.4	-24	-4
COc1ccc(-n2ncc(S(=O)(=O)c3ccccc3)c2-c2ccc(Cl)cc2)cc1	-1	·	99*	4	-11	2.8	1575	8	5.4	·	8
Cc1cccc(-n2c(SCc3cc(=O)n4ccsc4n3)nc3ccccc3c2=O)c1	-4	0.42	21	-5	-6	0.7	1441	13	0.3	·	-3
CCN(C(=O)c1coc(=O)c(Br)c1)c1ccc2c(c1)OCO2	-4	-1.8	6	4	0	0.2	1497	0	-1.5	-5	-2
COCCCNC(=O)c1ccc(CN2CCc3ccccc3C2)cc1	-6	0.43	-2	2	-2	-0.7	1443	10	1.4	6	-4
CCNC(=S)N(Cc1c(C)noc1C)c1ccccc1	-1	1.5	51*	0	3	0.3	1599	1	0.1	-5	-5

An excerpt of these results, in CSV form.
mol,Efa HMGR inh,ROMK mod,L major viab,PPARg SRC2 recr,PPARg SRC-3 ag,Redox H2O2 prof,SRC2 TRFRET art,bIAP inhibitor,RAM inhibit,S1P3 antagonist,PPARg SRC1 recr
CC(=O)N1CCn2c3c(c4cc(C)ccc42)CCCC31 (stereo not drawn),-5,-0.21,7,-6,6,0.3,1633,-13,1.9,-12,-1
Cc1ccnc(SCc2cc(=O)c(OC(=O)c3ccc(S(=O)(=O)N(C)C)cc3)co2)n1,-7,·,-4,5,2,-0.2,1739,13,1.2,-28,8

The list goes on.
SMILES	Efa HMGR inh	ROMK mod	L major viab	PPARg SRC2 recr	PPARg SRC-3 ag	Redox H2O2 prof	SRC2 TRFRET art	bIAP inhibitor	RAM inhibit	S1P3 antagonist	PPARg SRC1 recr
CC(=O)NC1CC2CCCC(C1)N2C(=O)Nc1ccc(Cl)c(C(F)(F)F)c1 (stereo not drawn)	0	·	-1	3	-2	3.8	1580	-1	1.1	3	-1
O=C1CCC(C(=O)OC(C(=O)c2c[nH]c3ccccc23)c2ccccc2)=NN1 (stereo not drawn)	-2	-0.63	0	5	-1	-0.6	1614	0	4.3	-12	10
Cc1nc(Nc2ccc3c(c2)OCO3)c2oc3ccccc3c2n1	-7	0.058	27	4	3	0.1	1431	10	0.5	·	-1
Cc1ccc(N2C(=O)NC(C(F)(F)F)(C(F)(F)F)C3=C2CC(C)(C)CC3=O)cc1	-6	0.24	51*	5	-1	0.1	1398	-21	7.1	-6	6
Cc1cccc(NC(=O)/C(C#N)=C\c2cc(C)n(-c3ccc(C(=O)O)cc3)c2C)c1	0	-0.7	-8	4	3	-0.3	1626	5	0.6	2	-1
Cc1csc(NC(=O)CCCSc2nc3ccccc3s2)n1	-9	·	1	4	8	1.3	1381	0	0.5	8	-2
Cc1ccc(NC(=O)c2cccs2)cc1NC(=O)c1cccnc1	-7	0.27	-3	3	-3	-2.0	1563	-22	1.6	-12	-1
CCn1c(C(=O)N2CCc3ccccc3C2)cc2sccc21	-6	·	-7	7	-3	-1.6	1572	1	0.5	13	1
Cc1cc(CN2CCN(CCC#N)CC2)c(O)c(C2(C)CCCCC2)c1	0	·	22	-5	0	1.5	1581	1	-1.6	-44	0
Cc1nc(NC(=O)CSc2nc3cccnc3n2C2CCCCC2)sc1C	-1	0.48	-4	3	10	2.1	1579	7	2.3	-15	6
O=C1CCC(C(=O)Nc2ccc(OC(F)F)cc2)N1 (stereo not drawn)	-1	·	-4	5	-4	1.7	1490	11	0.7	8	-1
O=[N+]([O-])c1cccc(-c2nc(Oc3ccc(Cl)cc3)c3ccccc3n2)c1	-1	1	48	3	2	1.0	1617	-3	0.5	-2	4
Cc1cccc(NC(=O)CN2C(=O)N/C(=C/c3ccc(-c4cccc(C(=O)O)c4C)o3)C2=O)c1	6	0.98	-7	5	0	-1.6	1526	-16	6.8	-8	-3
O=C(Cn1cc(C(F)(F)F)ccc1=O)NC(c1ccccc1)c1ccccc1	-2	0.099	-2	6	5	-0.2	1567	20	0.5	-6	1
C=CCNC(=O)c1ccccc1NC(=O)c1ccccc1C	0	-0.36	5	1	4	1.2	1544	24	-0.1	·	-1
Cc1cccc(CSc2nnc(NC(=O)c3ccco3)s2)c1	-6	·	-10	0	14	1.3	1593	-2	3.6	·	0
CC(C)(C)c1ccc(C(CC(=O)O)NC(=O)CCCc2ccccc2)cc1 (stereo not drawn)	6	0.77	-6	0	1	1.1	1545	0	4.6	0	2
Cc1cc(NC(=O)c2cc3nc(C4CC4)cc(C(F)(F)F)n3n2)no1	-4	·	-1	6	-6	1.1	1683	17	4.0	-10	4
COc1ccccc1CN1CCNC(=O)C1CC(=O)NC1Cc2ccccc2C1 (stereo not drawn)	3	-0.097	2	8	2	-1.3	1709	-10	-0.5	4	7
CC(C)OC(=O)CSc1n[nH]c(-c2cccnc2)n1	-5	-0.0049	5	-1	0	1.8	1469	5	0.1	-38	3
CC(C)Sc1nc2ccccc2c(=O)[nH]1	2	0.7	-2	-7	-6	0.6	1405	3	-0.3	·	-5
COc1ccc(NCC(=O)N/N=C/C(C)c2ccccc2)cc1 (stereo not drawn)	-4	-0.14	-2	1	-2	-0.1	1710	-8	-0.4	-7	-2
COc1cc(C)nc2nc(SCc3ccccc3)nn12	5	·	-6	9	2	-9.1	1544	16	1.8	·	6
CCOC(=O)N1CCC(NC(=O)c2ccc3c(Cl)c4c(nc3c2)CCCC4)CC1	-1	-2.5*	39	-7	1	0.5	1254	-18	-0.3	-1	-7
COc1ccccc1CNC(=O)CCC(=O)Nc1nnc(C(C)C)s1	-8	0.03	-3	5	-6	0.2	1591	4	-0.7	·	4
CC(=O)N1N=C(c2ccc(Cl)cc2)OC1c1ccc(C(C)C)cc1 (stereo not drawn)	-4	·	-5	5	-1	1.7	1457	7	1.7	·	-1
O=C(Cn1cnc2ccccc21)NC(c1ccccc1)c1ccccc1	-7	·	-2	-2	0	1.8	1554	-24	0.3	·	-2
Cc1cc(C(=O)N/N=C/c2cccc(Cl)c2Cl)no1	-2	-0.02	2	11	13	-0.2	1733	9	1.4	·	3
O=C(C/C=N\OCc1ccc([N+](=O)[O-])cc1)Nc1ccc(Br)cc1	2	-1.7	2	-2	4	-0.9	1423	25	5.1	-19	10
CCc1ccc2nc(N3CCN(C)CC3)c(C#N)cc2c1	-1	·	10	4	1	-2.6	1417	-6	1.7	-9	12
Cc1ccc(NC(=O)Cn2cc(S(=O)(=O)c3ccc(F)cc3)c(=O)c3cc(F)ccc32)cc1	-2	-0.0093	9	-11	1	0.9	1452	6	8.5*	-6	0
CCc1ccccc1NC(=O)c1ccc(NS(C)(=O)=O)cc1	5	-0.89	-4	1	6	0.4	1468	-8	0.2	5	9
O=C(CSc1nncc(=O)[nH]1)NCc1ccccc1	-5	-0.02	2	-9	0	0.9	1439	9	-0.6	-9	1
Cc1cc2c(ncn2Cc2ccccc2)c(N)c1C	-3	0.03	4	7	-2	-2.3	1675	10	-0.5	-16	8
Cc1ccc(N(C(=O)C2CCCC2)C2C=CS(=O)(=O)C2)cc1C (stereo not drawn)	0	·	56*	8	11	2.0	1662	-5	0.0	-16	6
Cc1nc(NC(=S)NC(=O)COc2ccc(Cl)cc2)ccc1Br	-6	·	-7	6	-1	-0.2	1622	8	3.5	-11	8
O=C(c1cccn2c(=O)c3ccccc3nc12)N1CCN(c2ccccn2)CC1	2	·	5	4	5	0.3	1681	-8	-0.3	·	9
CCN(CC)S(=O)(=O)c1ccc(N2CCOCC2)c(NC(=O)C2CCCC2)c1	-3	1.2	53*	4	-4	-0.5	1759	-15	0.8	-4	7
CC(C)(C)n1nnc(CCc2nnn(C(C)(C)C)n2)n1	1	0.58	-6	4	2	-0.1	1514	9	0.0	·	1
CC1=C(C(=O)Nc2ccccc2)C(c2ccc(Cl)cc2)n2c(s/c(=C/c3cccc(OCC(=O)O)c3)c2=O)=N1 (stereo not drawn)	-4	0.91	5	1	-2	-0.7	1517	-6	4.4	-2	0
COCCNS(=O)(=O)c1ccc(C2CNC(=O)C2)cc1 (stereo not drawn)	2	·	-2	-3	1	-2.8	1629	2	2.2	-24	-5
COCCNC(=O)c1onc(CSc2ccc(C(C)C)cc2)c1C(=O)O	-2	·	-7	3	1	10	1576	-2	0.6	·	1
O=S(=O)(Nc1cccc(CCc2ccccn2)c1)c1ccc2ccccc2c1	1	·	-2	-5	-13	0.9	1469	6	-0.3	·	-8
Cc1ccc(S(=O)(=O)N2CCN(C(=O)Cc3ccccc3)CC2)cc1	-4	-0.22	-3	11	13	-0.2	1530	8	0.6	·	4
CC(C)(C)N=Cc1cc(-c2ccccc2)sc1O	-3	0.19	-8	5	4	6.6	1507	12	2.8	·	3
